Screening results as filed in PubChem.
14-3-3g Raf: modulators of 14-3-3 gamma protein binding, primary screen, biochemical, fluorescence polarization; FP, 14-3-3gamma / TMR-pS259-Raf peptide binding; inhibition, % at 40 µM; 160,000 compounds, 0.19% hits; AID 422, 2006; in the data active = inhibition above about 30%;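 also: 0% = protein plus tracer without compound and 100% = blank with tracer alone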
Target sequence (P61981 whole entry, looked up): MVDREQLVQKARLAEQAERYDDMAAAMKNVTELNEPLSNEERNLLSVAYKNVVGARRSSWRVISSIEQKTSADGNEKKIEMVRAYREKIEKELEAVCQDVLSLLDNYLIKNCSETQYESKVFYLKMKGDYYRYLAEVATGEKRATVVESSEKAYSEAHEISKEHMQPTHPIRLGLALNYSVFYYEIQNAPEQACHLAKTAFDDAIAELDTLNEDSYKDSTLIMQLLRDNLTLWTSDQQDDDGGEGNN
An asterisk follows results filed as active; & = joins results of further samples. Some of the compounds tested; the hit share may differ from the screen's.

SMILES	14-3-3g Raf
Cc1ccc(Cl)cc1N1CCN(S(=O)(=O)c2ccc3c(c2)OCCO3)CC1	8
CCC(=O)N1c2ccccc2-c2nnc(SC)nc2OC1c1cc2c(cc1Cl)OCO2 (stereo not drawn)	-1
CCN1CCN(c2nc3c(c(=O)n(C)c(=O)n3C)n2CCSc2ncccn2)CC1	-6
CC1CCCN(CCC(=O)Nc2ccc(Cl)cc2)C1 (stereo not drawn)	6
CCOc1cccc(-c2cc(C(=O)N3N=C(C)CC3(O)C(F)F)c3ccccc3n2)c1 (stereo not drawn)	-6
CC1CCC2C(=O)N(c3cccc(OC(=O)c4ccccc4)c3)C(=O)C2C1 (stereo not drawn)	-4
CN(C(=O)C1c2ccccc2C(=O)N(C)C1c1cn(C)c2ccccc12)C1CCCCC1 (stereo not drawn)	-5
COc1ccc(/C(O)=C2/C(=O)C(=O)N(CCCN(C)C)C2c2cccnc2)cc1 (stereo not drawn)	1
CC(=O)Oc1ccc(N2C(=O)c3ccc(C(=O)Oc4ccccc4)cc3C2=O)cc1	-8
COc1ccc(C2C(C(=O)Nc3ccccc3OC)CC(=O)N2c2ccc(OC)cc2)cc1 (stereo not drawn)	2
COc1ccc(-c2noc(N3CCC(C(=O)N4CCN(c5ccccn5)CC4)CC3)n2)cc1	1
Cc1cc(=O)oc2cc(OC(=O)c3ccco3)ccc12	-4
O=C(c1ccco1)N1CCN(S(=O)(=O)c2cccnc2)CC1	-6
CCC(=O)Nc1ncc2c(n1)CC(c1ccco1)CC2=O (stereo not drawn)	4
CC1Cc2nc(SCC(=O)NCc3ccc(F)cc3)n(C)c(=O)c2S1 (stereo not drawn)	-5
CCCc1nc(SCC(=O)N2CCN(c3ccccc3)CC2)c2c(=O)n(C)c(=O)n(C)c2n1	3
CCOC(=O)Nc1cccc2ccccc12	0
CC1(C)C2CCC3(C)OC(=O)N(N1c1ccccc1)C23C (stereo not drawn)	-5
COc1ccccc1NC(=O)c1cccnc1NCCO	-9
Cc1ccc(NC(=O)CN2CCN(CC(=O)Nc3ccc(C)cc3)CC2)cc1	3
Cc1ccc2c(c1)C(N1CCCC1=O)CC(c1ccco1)N2 (stereo not drawn)	-3
O=C(Nc1ccccc1C(=O)N1CCOCC1)c1noc2c1CCCC2	-6
CCCOc1cccc(C(=O)Nc2ccc(NC(=O)c3ccc(Br)cc3)cc2)c1	-5
COc1ccccc1N1CCN(C(=O)C2CCC(CNS(=O)(=O)c3ccccc3)CC2)CC1 (stereo not drawn)	2
CCOC(=O)c1cnn(CC2CCCCC2)c1N	-17
Cc1ccc(S(=O)(=O)Nc2cc3c4c(oc3c3ccccc23)CC(C)(C)CC4=O)cc1[N+](=O)[O-]	-17
O=C(NC1CCCCC1)N1CCCC(c2nc(-c3ccc(S(=O)(=O)N4CCCC4)cc3)no2)C1 (stereo not drawn)	-6
O=S(=O)(Nc1ccc2c(c1)CCC2)c1cccs1	5
CC1CC(C)CN(C(=O)C2CCN(S(=O)(=O)N3CCCC3)CC2)C1 (stereo not drawn)	-3
Cc1ccc(OCC(=O)Nc2ccc(S(=O)(=O)Nc3c(C)cc(C)cc3C)cc2)cc1	4
CC1CCN(CC(O)Cn2cnc3c2c(=O)n(C)c(=O)n3C)CC1 (stereo not drawn)	4
Nn1c(SCC(=O)Nc2ccc3c(c2)OCO3)nnc1-c1ccncc1	-12
Nc1ccc(-c2nn[nH]n2)cc1F	-23
O=C(O)CCCC(=O)Nc1cccnc1	3
Cc1ccc2nc(-c3ccc(NC(=O)c4ccc([N+](=O)[O-])cc4)cc3)sc2c1	-1
CN(C)c1ccc(-c2nc3cc(NC(=O)c4ccc(I)cc4)ccc3o2)cc1	0
CCCCn1c(SCC(=O)c2ccc3c(c2)OCCO3)nnc1-c1ccco1	-1
Cc1ccc(CNC(=O)c2ccc([N+](=O)[O-])o2)cc1	-4
CCOc1ccccc1NC(=O)c1cc(S(=O)(=O)NCc2ccco2)ccc1F	-16
Cc1ccc(S(=O)(=O)CNC(=O)c2ccccc2)cc1	1
CC(C)OCCCn1c(=S)[nH]c2cc3c(cc2c1=O)OCO3	1&-6
Cc1[nH]nc(Nc2ccccc2F)c1[N+](=O)[O-]	-7
CCc1ccc(-n2c(C)nc3cc(C(=O)NCCCOC)ccc32)cc1	-276
COc1ccc(NC(=O)N(CCCN2CCOCC2)Cc2cccnc2)c(OC)c1	1
COc1ccccc1-n1nc(C(=O)N2CCC(Cc3ccccc3)CC2)c2ccccc2c1=O	-1
C=CCNC(=O)c1nn2cccnc2c1Cl	3
O=C(Nc1ccc(Cl)cn1)c1cc([N+](=O)[O-])ccc1Br	4
Cc1ccccc1NCc1cccc([N+](=O)[O-])c1	2
O=C(c1ccc(N2CCCCCC2)c([N+](=O)[O-])c1)N1CCCC1	4
CCOC(=O)N1CCN(Cc2nc(-c3ccccc3)no2)CC1	4
CCSc1sc(CC)cc1CN1C(=O)c2ccccc2C1=O	4
CCC(C)OC(=O)C1=C(C)NC2=C(C(=O)C(C(=O)OC)C(C)C2)C1c1ccccc1OC(C)C (stereo not drawn)	-3
CC12CC3CC(C)(C1)CC(Nc1nc(N4CCCC4)nc4ccccc14)(C3)C2	7
CCOC(=O)C1=C(C)N(CCO)C(=O)NC1c1ccc(OC)cc1 (stereo not drawn)	-10
CCOc1ccccc1CNC(=O)C1CCN(C(=O)c2sccc2-n2cccc2)CC1	1
Clc1cccc(C2C=C(c3ccc(I)cc3)Nc3nnnn32)c1 (stereo not drawn)	-2
O=C(NCCCN1CCCC1=O)c1ccc2c(=O)n(CC3CCCO3)c(=S)[nH]c2c1 (stereo not drawn)	-5
COCC(=O)NC(C)c1nc2ccccc2n1Cc1ccccc1C (stereo not drawn)	-2
Cc1nc(NC(=O)c2csc3ccccc23)sc1C	0
COc1ccc(-c2nnc(SCc3csc(N)n3)n2C)cc1	2
(further entries)
SMILES	14-3-3g Raf
COc1cccc(C(=O)N(Cc2nc(-c3cccc(C)c3)no2)C(C)C)c1OC	3
CC(=O)N1CCc2cc(S(=O)(=O)NC(C(=O)Nc3ccc(C(C)C)cc3)C(C)C)ccc21 (stereo not drawn)	-11
COc1cccc(N(CC(=O)N2CCN(C)CC2)S(=O)(=O)c2ccc(C)cc2)c1	-3
O=C(Cn1c(NCCO)nc2ccccc21)c1ccc(Cl)cc1	-2
Cc1ccc(Cl)cc1NC(=O)COc1ccc([N+](=O)[O-])cc1	-2
CCCCOCC1CN(c2ccccc2)C(=O)CS1 (stereo not drawn)	-7&-26
CC1NC(=O)N(C)C2NC(=O)N(C)C(C)C12 (stereo not drawn)	-339
Nc1ccc2nc(-c3ccccc3Br)sc2c1	-16
COc1ccc(NC(=O)C2CC(=O)N(C(C)C)C2)cc1 (stereo not drawn)	-3
CCOc1ccccc1N1CCN(S(=O)(=O)c2ccc(Cl)s2)CC1	-9
CC(=O)Oc1ccc(N2C(=O)C3C(C2=O)C2(C)C=CC3(C)O2)cc1 (stereo not drawn)	-9
Cc1ccc(Cn2c(=S)[nH]c3cc4c(cc3c2=O)OCO4)o1	-16
CCN1C(=O)C2C3c4ccccc4C(C(=O)O)(c4ccccc43)C2C1=O (stereo not drawn)	-8
CN(C)CCCN1C(=O)C(=O)/C(=C(/O)c2ccccc2)C1c1ccncc1 (stereo not drawn)	-7
Cc1cc(N2CCN(C(c3ccccc3)c3ccc(Cl)cc3)CC2)n2ncnc2n1 (stereo not drawn)	6
O=C(CSc1nnc(-c2ccc(Br)cc2)o1)N1CCN(C(=O)c2ccco2)CC1	-3
O=C(Nc1nc(-c2ccc(F)cc2)cs1)c1cccnc1	-6
O=S(=O)(NCCSc1ccccn1)c1ccc(Cl)cc1	5
CCCN(CCC)S(=O)(=O)c1cc(Br)cc2c1N(C(C)=O)CC2	-8
CCCCN(C)CCNC(=O)c1ccc2c(c1)NC(=O)C(N1CCCCC1)S2 (stereo not drawn)	-1&-6
COc1ccc(CCNC(=O)CN2C(=O)C3(OCCCO3)c3ccccc32)cc1OC	-2
NS(=O)(=O)c1ccc(CCNC(=O)CCS(=O)(=O)c2cccc3nsnc23)cc1	5
Oc1ccc(C=Nc2ccc3oc(-c4ccc(Br)cc4)nc3c2)c(O)c1	-79
O=C(Nc1cccc2c1C(=O)c1ccccc1C2=O)c1ccc(S(=O)(=O)N2CCOCC2)cc1	-77
Brc1ccc(C2=CC(c3cccc(Br)c3)n3ncnc3N2)cc1 (stereo not drawn)	9
CC1=C(C(=O)Nc2ccccc2C)C(c2cccnc2)n2nc(CCCO)nc2N1 (stereo not drawn)	-4
O=C(CN1CCN(Cc2ccc(F)cc2Cl)C1=O)NCCCN1CCOCC1	-4
O=c1oc2c(CN3CCOCC3)c(O)ccc2c2c1CCC2	-3
COc1ccc(C=Nc2ccc(N(C)C(C)=O)cc2)cc1	-11
O=C(CSc1nc2c([nH]c3ccccc32)c(=O)n1-c1ccc(Cl)cc1)NCc1ccccc1	-1

Reformatted with the structure last: 23 of the compounds above
| 14-3-3g Raf | SMILES |
| --- | --- |
| -2 | Cc1ccc(Cl)cc1NC(=O)COc1ccc([N+](=O)[O-])cc1 |
| -7&-26 | CCCCOCC1CN(c2ccccc2)C(=O)CS1 (stereo not drawn) |
| -339 | CC1NC(=O)N(C)C2NC(=O)N(C)C(C)C12 (stereo not drawn) |
| -16 | Nc1ccc2nc(-c3ccccc3Br)sc2c1 |
| -3 | COc1ccc(NC(=O)C2CC(=O)N(C(C)C)C2)cc1 (stereo not drawn) |
| -9 | CCOc1ccccc1N1CCN(S(=O)(=O)c2ccc(Cl)s2)CC1 |
| -9 | CC(=O)Oc1ccc(N2C(=O)C3C(C2=O)C2(C)C=CC3(C)O2)cc1 (stereo not drawn) |
| -16 | Cc1ccc(Cn2c(=S)[nH]c3cc4c(cc3c2=O)OCO4)o1 |
| -8 | CCN1C(=O)C2C3c4ccccc4C(C(=O)O)(c4ccccc43)C2C1=O (stereo not drawn) |
| -7 | CN(C)CCCN1C(=O)C(=O)/C(=C(/O)c2ccccc2)C1c1ccncc1 (stereo not drawn) |
| 6 | Cc1cc(N2CCN(C(c3ccccc3)c3ccc(Cl)cc3)CC2)n2ncnc2n1 (stereo not drawn) |
| -3 | O=C(CSc1nnc(-c2ccc(Br)cc2)o1)N1CCN(C(=O)c2ccco2)CC1 |
| -6 | O=C(Nc1nc(-c2ccc(F)cc2)cs1)c1cccnc1 |
| 5 | O=S(=O)(NCCSc1ccccn1)c1ccc(Cl)cc1 |
| -8 | CCCN(CCC)S(=O)(=O)c1cc(Br)cc2c1N(C(C)=O)CC2 |
| -1&-6 | CCCCN(C)CCNC(=O)c1ccc2c(c1)NC(=O)C(N1CCCCC1)S2 (stereo not drawn) |
| -2 | COc1ccc(CCNC(=O)CN2C(=O)C3(OCCCO3)c3ccccc32)cc1OC |
| 5 | NS(=O)(=O)c1ccc(CCNC(=O)CCS(=O)(=O)c2cccc3nsnc23)cc1 |
| -79 | Oc1ccc(C=Nc2ccc3oc(-c4ccc(Br)cc4)nc3c2)c(O)c1 |
| -77 | O=C(Nc1cccc2c1C(=O)c1ccccc1C2=O)c1ccc(S(=O)(=O)N2CCOCC2)cc1 |
| 9 | Brc1ccc(C2=CC(c3cccc(Br)c3)n3ncnc3N2)cc1 (stereo not drawn) |
| -4 | CC1=C(C(=O)Nc2ccccc2C)C(c2cccnc2)n2nc(CCCO)nc2N1 (stereo not drawn) |
| -4 | O=C(CN1CCN(Cc2ccc(F)cc2Cl)C1=O)NCCCN1CCOCC1 |

New compounds follow
SMILES	14-3-3g Raf
Cn1c(C(=O)NCCN2CCN(Cc3ccccc3)CC2)cc2c(=O)n(C)c3ccccc3c21	-4
COc1cccc(OC)c1OCC(O)CN1CC(C)OC(C)C1 (stereo not drawn)	0
O=C1C(c2ccccc2)N=C2c3ccccc3N=C(SCc3cc(F)cc4c3OCOC4)N12 (stereo not drawn)	-12
CC(C)CNC1=CC(=O)CC(c2ccco2)C1 (stereo not drawn)	-13&-32
COc1ccc(NC(=O)C2CCC(CNS(=O)(=O)c3ccc(Br)s3)CC2)c(OC)c1 (stereo not drawn)	-7
c1ccc(-c2nc3nc(-c4cccs4)cn3nc2-c2ccccc2)cc1	-106
CCOC(=O)C1(C)C(=O)OC(c2ccc(Br)cc2)C(C)(C)C1=O (stereo not drawn)	8
CCC(=O)N1CCc2cc(S(=O)(=O)NCC(=O)NC3CCCC3)ccc21	-8
CCN(CC)C(=O)c1sc2ncn(CC(=O)Nc3cccc(C(F)(F)F)c3)c(=O)c2c1C	-7
CCCCN(C)Cc1c(O)ccc2c(=O)c(Oc3ccc(CC)cc3)c(C(F)(F)F)oc12	-2
CCN(CC)c1ccc(NC(=O)Cn2nnc(-c3cccc(OC)c3OC)n2)c(C)c1	-4
CNC(=O)c1ccccc1NC(=O)c1ccc(C)c(S(=O)(=O)N2CCCCC2)c1	-2
O=C(O)CCCCCNC(=O)c1cc(=O)[nH]c(=O)[nH]1	3
CCc1ccc2oc(-c3ccc(NC(=O)c4ccc([N+](=O)[O-])c(C)c4)cc3)nc2c1	-71
O=C(Nc1ccc(Cl)c(-c2nc3cc(Cl)ccc3o2)c1)c1ccc([N+](=O)[O-])o1	-185
COC(=O)C1=C(N)Oc2cc(C)n(Cc3cccnc3)c(=O)c2C1c1ccccc1OC (stereo not drawn)	6
CC(=O)c1c(OC(=O)c2ccccc2Br)ccc2c(C)cc(=O)oc12	-10
COC(=O)c1ccc(C2C3=C(CC(C)(C)CC3=O)NC3=C2C(=O)CC(C)(C)C3)cc1	-1
COc1ccc(C2C(C(=O)NCc3ccc(F)cc3)CC(=O)N2c2ccc(OC)cc2)cc1 (stereo not drawn)	-6
COc1ccc(CC(=O)Nc2cccc(-c3nnc(-c4ccccc4)o3)c2)cc1OC	-9
COc1cc2nc(SCC(=O)Nc3cccc(Cl)c3)n3nc(C)nc3c2cc1OC	-8
COCc1cccc(N2C(=O)CC(C3C=C(C)C4C(=O)N(c5cccc(COC)c5)C(=O)C4C3)C2=O)c1 (stereo not drawn)	-7
O=C1CC(N(Cc2ccco2)C(=O)Nc2ccc(F)cc2)C(=O)N1c1ccc(F)cc1 (stereo not drawn)	4
Cc1noc(C)c1S(=O)(=O)N1CCC(C(=O)NCC2COc3ccccc3O2)CC1 (stereo not drawn)	-3
CC(=O)c1c(C(C)=O)c(C)n(CCCCn2c(C)c(C(C)=O)c(C(C)=O)c2C)c1C	3
O=C(NCC1CCCO1)C1c2ccccc2C(=O)N1Cc1ccc2c(c1)OCO2 (stereo not drawn)	-14
O=C(Nc1c2c(nn1-c1ccc([N+](=O)[O-])cc1)CS(=O)(=O)C2)c1ccc2c(c1)OCO2	-2
